Screening results from PubChem BioAssay.
TRb-SRC2 inh: qHTS for Inhibitors of the Interaction of Thyroid Hormone Receptor and Steroid Receptor Coregulator 2. Thyroid hormone receptor beta (Homo sapiens), P10828. TRbeta-SRC2 peptide binding, fluorescence polarization; receptor liganded with 1 µM T3. Potency, µM (top dose mostly 106 µM), without a hit: top-dose activity change, negative = inhibition, hits mostly inhibitors. 280,000 compounds, 0.065% hits. AID 1469, 2008;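 note: plate controls were bound peptide for no effect and peptide without receptor for full effect; nearly all actives have a fitted effect of over 50% in size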
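Compounds were added to 0.6 uM TRb ligand-binding domain and 20 nM Texas Red-labeled SRC2 peptide in Tris buffer containing 1 uM T3, incubated 5 hr at ambient temperature, then read by fluorescence polarization.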
RECQ1 inh: qHTS Assay for Inhibitors of RecQ-Like Dna Helicase 1 (RECQ1); 240,000 compounds, 0.54% hits; Potency, µM (highest dose often 57.3 µM), for inactives: top-dose activity, negative = inhibition, most hits filed as inhibitors; ATP-dependent DNA helicase Q1 (Homo sapiens), P46063; RECQ1 DNA unwinding, red fluorescence kinetic read;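 note: plate controls were vehicle for no effect and no enzyme for full effect; nearly all actives have a fitted effect of over 30% in size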
Target sequence (P46063 whole entry, looked up): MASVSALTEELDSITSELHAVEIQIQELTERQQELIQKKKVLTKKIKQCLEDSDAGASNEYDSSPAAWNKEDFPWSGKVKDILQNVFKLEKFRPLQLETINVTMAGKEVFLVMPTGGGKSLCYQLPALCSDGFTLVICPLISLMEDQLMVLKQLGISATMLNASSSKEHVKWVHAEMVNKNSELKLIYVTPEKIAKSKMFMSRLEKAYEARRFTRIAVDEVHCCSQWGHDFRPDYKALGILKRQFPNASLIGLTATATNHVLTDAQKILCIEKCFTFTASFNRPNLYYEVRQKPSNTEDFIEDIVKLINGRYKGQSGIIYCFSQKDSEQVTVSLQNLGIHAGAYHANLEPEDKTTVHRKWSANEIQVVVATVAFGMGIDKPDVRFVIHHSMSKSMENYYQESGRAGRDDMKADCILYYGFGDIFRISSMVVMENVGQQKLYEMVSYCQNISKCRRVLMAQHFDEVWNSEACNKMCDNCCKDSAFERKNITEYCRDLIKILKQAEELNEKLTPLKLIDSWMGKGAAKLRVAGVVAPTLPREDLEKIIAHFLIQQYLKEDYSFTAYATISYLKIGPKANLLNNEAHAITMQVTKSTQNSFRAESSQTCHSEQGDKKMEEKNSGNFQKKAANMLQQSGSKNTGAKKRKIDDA
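RECQ1T1 50 nM; forked duplex (20 bp + 30-nt ss tails) 200 nM, ATP 2 mM final; pH 8.0, 2 mM MgCl2, 2.5 ug/ml poly(dI-dC); 15 min compound preincubation; discontinuous kinetic read over 2 h at RT.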
Lamin A splicing: qHTS Assay for Modulators of Lamin A Splicing; HeLa LMNA splicing GFP/RFP minigene ratio, 48 h; Potency, µM (doses to about 46.1 µM), inactives show at the top dose ratio change, negative = inhibition, hits mostly inhibitors; 200,000 compounds, 0.01% hits; AID 1487, 2009; active = well fitted inhibition curve with a large enough effect in the signal ratio, with a control signal flat, not every such curve was filed as active; inconclusive = small, poorly fitted or top-dose-only effect, or effect the other way, or a change in a side signal; the % refers to the signal ratio; note: % is set by controls: 0 for no effect and ±100 for the full control effect
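Read-out is the ratio of GFP to DsRed2 object intensity, acquired by 488 nm laser-scanning cytometry on HeLa lamin A-EGFP minigene reporter cells. Compound incubation 48 hrs at 37 °C in Opti-MEM with 2% FBS; DMSO 0.5% final.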
TR SRC2 fluor cs: Total Fluorescence Counterscreen for Inhibitors of the Interaction of Thyroid Hormone Receptor and Steroid Receptor Coregulator 2; Potency, µM (highest dose often 106 µM), inactives show at the top dose fluorescence change, negative = quenching; 280,000 compounds, 0.29% hits; AID 1479, 2009; TRb/SRC2 Texas Red total fluorescence interference; active = well fitted curve in either direction with a large enough effect; inconclusive = small, poorly fitted or top-dose-only effect; note: % is set by controls: 0 for no effect and ±100 for the full control effect
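Human TRβ ligand-binding domain (0.6 uM) and Texas Red SRC2 peptide (20 nM) in Tris buffer with 1 uM T3 and 5% DMSO were incubated with pinned compound for 5 hr at ambient temperature. Total fluorescence was computed as S + 2P (555/632 nm).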
SMN2 splice enh: qHTS Assay for Enhancers of SMN2 Splice Variant Expression; HEK293 SMN2-luciferase splicing reporter, luminescence, 30-36 h; Potency, µM (series often up to 46.1 µM), inactives show at the top dose activity change, positive = activation, usual class: activators; 210,000 compounds, 2.8% hits; AID 1458, 2008; note: % of control where 0% means no effect; nearly all actives have a fitted effect of over 55% in size
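qHTS luciferase splicing reporter: luminescence rises when SMN2 exon 7 is included in transfected HEK293 cells. Compound exposure lasted 30-36 h at 37C, with 4.5 mM final sodium butyrate as control, followed by a ONE-Glo read.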
KDM4E inh: qHTS Assay for Inhibitors of Human Jumonji Domain Containing 2E (JMJD2E); AID 2147, 2009; Lysine-specific demethylase 4E (Homo sapiens), B2RXH2; JMJD2E catalytic domain, FDH-coupled NADH fluorescence (FDH is formaldehyde dehydrogenase); Potency, µM (series often up to 57.1 µM), for inactives: top-dose activity change, negative = inhibition, actives largely listed as inhibitors; 230,000 compounds, 1.6% hits; active = well fitted inhibition curve with a large enough effect, not every such curve was filed as active; inconclusive = small, poorly fitted or top-dose-only effect, or another doubt; inactive = no such curve, though single readings can be large or run the other way;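 note: 0% = wells with enzyme and -100% = buffer wells without enzyme; nearly all actives have a fitted effect of over 50% in size; many of its hits are not listed in these tables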
GoLoco inh red: qHTS Assay for Inhibitors of RGS12 GoLoco Motif Activity (Red Fluorophore) | Guanine nucleotide-binding protein G(i) subunit alpha-1 (Homo sapiens), P63096 | Gai1:RGS12 GoLoco peptide FP, rhodamine, 10 min | Potency, µM (top dose mostly 61.6 µM), without a hit: top-dose activity, negative = inhibition, hits mostly inhibitors | 230,000 compounds, 0.44% hits; active = well fitted inhibition curve with a large enough effect, not every such curve was filed as active; inactive = no such curve, though single readings can be large or run the other way; note: % is set by controls: 0 for no effect and ±100 for the full control effect; nearly all actives have a fitted effect of over 30% in size; many of its hits are not listed in these tables
Target sequence (P63096 whole entry, looked up): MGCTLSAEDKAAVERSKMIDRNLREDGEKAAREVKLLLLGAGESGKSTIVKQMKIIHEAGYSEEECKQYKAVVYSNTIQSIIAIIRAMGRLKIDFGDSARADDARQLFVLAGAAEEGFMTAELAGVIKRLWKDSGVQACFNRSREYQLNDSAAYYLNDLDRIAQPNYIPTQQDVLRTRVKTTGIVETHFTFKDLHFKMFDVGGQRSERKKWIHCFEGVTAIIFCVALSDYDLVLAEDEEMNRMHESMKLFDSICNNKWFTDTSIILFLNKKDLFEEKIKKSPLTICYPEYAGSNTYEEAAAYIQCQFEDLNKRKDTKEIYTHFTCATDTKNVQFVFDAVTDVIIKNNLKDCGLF
ALDH1A1 block: qHTS Assay for Inhibitors of Aldehyde Dehydrogenase 1 (ALDH1A1). Aldehyde dehydrogenase 1A1 (Homo sapiens), P00352. Purified ALDH1A1, NADH fluorescence, propionaldehyde substrate. Potency, µM (top dose mostly 75.3 µM), inactives show top-dose activity, negative = inhibition, usual class: inhibitors. 220,000 compounds, 7.3% hits. AID 1030, 2008; active = well fitted inhibition curve with a large enough effect, not every such curve was filed as active; inconclusive = small, poorly fitted or top-dose-only effect, or another doubt; inactive = no such curve, though single readings can be large or run the other way;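 note: plate controls were no enzyme wells and a reference inhibitor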
Numbers without * were called inactive; i = inactive; ? = inconclusive; . = no result given; & = joins results of further samples; [ ] = another dose, or the depositor's remark. Unless noted, calls come from the whole dose curve; as a rule, active = well fitted curve in the direction sought with a large enough effect; inconclusive = small, poorly fitted or top-dose-only effect, or another doubt; inactive = no such curve, though single readings can be large; an effect the other way counts as inactive or inconclusive. Potency is the fitted concentration of half-maximal effect.

SMILES	TRb-SRC2 inh	RECQ1 inh	Lamin A splicing	TR SRC2 fluor cs	SMN2 splice enh	KDM4E inh	GoLoco inh red	ALDH1A1 block
Cn1cccc1C(=O)N1CCC2(CCCN(c3ccc(-c4ccccc4)cc3)C2)CC1	.	-18%	.	.	88%	.	106%[activator]	?
COCCN(C(=O)CSc1nnc(C)n1Cc1ccccc1)c1c(N)n(CC(C)C)c(=O)[nH]c1=O	1%	?	-14%[46 µM]	1%	4%	4%	44%[activator]	18%
CCOC(=O)CN(C(=O)CSc1nnc2c(n1)[nH]c1c(C)cc(C)cc12)c1ccccc1	7%	i	-7%	-3%	-5%	-2%	8%	-2%
COc1ccc(NC(=O)c2ccco2)cc1NC(=O)c1cccnc1	-16%	-1%	15%	-2%	?	1%	11%	6%
CC(C(=O)N(C1CC1)C1(C(=O)Nc2ccccc2)CCCC1)N1C(=O)c2ccccc2C1=O (stereo not given)	0%	-6%	1%	1%	-7%	-1%	6%	6%
COc1cccc(CC(=O)n2nc(N)c3cc4ccc(OC)cc4nc32)c1	-2%	-4%	14%	0%	-21%	-13%	3%	1%
Cc1ccc(C)c(OCc2nnc(N)s2)c1	-1%	-3%	14%	-2%	12%	5%	0%	?
COc1ccc(Nc2oc(COc3cccc(C)c3)nc2C#N)cc1	-8%	-10%	-6%	-3%	19%	-8%	8%	-11%
CC(C)NC(=O)NC(=O)COc1ccc(Br)cc1Br	2%	10%	?	-3%	2.5µM*	-6%	-2%	14%
O=C(Nc1ccccc1)c1ccc(N2CCN(c3ccccn3)CC2)c(S(=O)(=O)N2CCOCC2)c1	-3%	-17%	-1%	-1%	-6%	?	4%	28µM*
COC(=O)CN(c1ccccc1OC)S(=O)(=O)c1ccccc1	5%	0%	5%	-5%	1%	-7%	-1%	0%
CC(C)CNC(=O)c1cccc(NC(=O)C2CCCO2)c1 (stereo not given)	-2%	1%	-1%	-4%	?	-3%	-1%	-3%
COc1ccc(Nc2cc(C(=O)NCCCN3CCN(C)CC3)c3ccccc3n2)cc1OC	-3%	-8%	9%	-1%	-11%	?	12%	?
CN1CCN(C(=S)c2cn(CCOc3ccccc3F)c3ccccc23)CC1	3%	-11%	6%[46 µM]	-1%	-13%	-7%	16%	10%
Cc1cccc(NC(=O)CCC(=O)NCCO)c1	7%	2%	-11%	-5%	5%	3%	1%	8%
CCN(CC)c1ccc(N=Cc2ccc([N+](=O)[O-])o2)cc1	?	?	?	6%	-15%	2.8µM*	15%	?
COc1ccc(C(=O)NC2(C(F)(F)F)C(=O)Nc3c2c(=O)[nH]c(=O)n3CCc2ccc(OC)c(OC)c2)cc1 (stereo not given)	4%&-7%	-11%	-2%	-8%&-4%	-9%&-13%	-6%	5%	0%
CCOc1ccc(CN2CCN(Cc3cccc4c3OCO4)CC2CCO)cc1 (stereo not given)	1%	i	?	-2%	.	11%	-5%	2%
COC(=O)c1sccc1NC(=O)Cn1nnc(-c2ccccc2C)n1	-3%	-3%	7%[9.22 µM]	-3%	-45%[inhibitor]	-7%	1%	?
Cc1oc(-c2ccc(-c3ccccc3)cc2)nc1CN1CCN(CC(=O)N(C)C)CC1	7%[53 µM]	22%	?	-1%[53 µM]	.	?	-10%	-2%
COc1cccc(CN(C)CC(=O)NCc2ccccc2Cl)c1OC	-3%	14%	.	-3%	-9%	5%	9%	1%
CCOC(=O)/C=c1\s/c(=C\c2ccc3cc(OC)ccc3c2)c(=O)n1CC(=O)NCc1ccc2c(c1)OCO2	3%	i	25%[46 µM]	-1%	14%	-20%	21%	7%
CCNC(=O)COC(=O)c1cc(C)n(-c2ccccc2)c1C	-1%	-7%	-3%[46 µM]	-4%	18%	1%	8%	1%
COCc1c(C(=O)OCC(=O)N2c3ccccc3CC2C)oc2ccccc12 (stereo not given)	1%	i	2%	1%	11%	-9%	2%	-9%
CN(C)CCCOC(=O)c1ccccc1	-8%	-5%	2%	-7%	-9%	3%	3%	8%
O=C(Nc1ncnc2sc3c(c12)CCCC3)c1ccncc1	-3%	i	-4%[46 µM]	-2%	12%	?	7%	-8%
Cc1ccccc1NC(=O)c1nc[nH]c1C(=O)NCc1ccccc1	-2%	-15%	4%	-5%	-4%	?	-12%	?
CCN1CCN(c2cc(=O)n(Cc3ccc(F)cc3)c(=O)[nH]2)CC1	7%	-1%	1%[9.22 µM]	-2%	-12%	7%	-34%	0%
Cc1cc(C)cc(OCC(=O)NNC(=O)CN2C(=O)c3ccccc3C2=O)c1	-4%	-3%	-4%	-1%	-13%	1%	9%	2%
CCOC(=O)c1cc2c(n(-c3ccc(Cl)cc3)c1=O)CCCC2=O	-5%	-1%	.	-4%	0%	?	3%	-10%
NC(N)=N/N=C/c1ccc(Br)cc1	8%	7%	?	-2%	-35%[inhibitor]	5%	3%	-4%
CC(C)(C)C(=O)Cn1c(=N)n(Cc2ccccc2Cl)c2ccccc21	0%	0%	15%	-4%	-28%	3%	0%	?
Cc1cccc(NC(=O)Cn2cc([N+](=O)[O-])cn2)n1	-5%	-4%	.	-3%	.	-2%	4%	-7%
Cc1ccc(SCCNC(=O)c2ccc(C)c(S(=O)(=O)Nc3cccc(C)c3)c2)cc1	-4%	-5%	?	-6%	-25%	0%	3%	-11%
C/C(Cl)=C/CSc1nnc2n(N)c(=O)c3ccccc3n12	-2%	i	-4%	-3%	-9%	-5%	-9%	?
CS(=O)(=O)N1CCc2cc(S(=O)(=O)N3CCN(Cc4ccc5c(c4)OCO5)CC3)ccc21	-1%	-2%	?	3%	-56%[inhibitor]	4%	11%	10%
CC(C)COP(=O)(c1ccc(N(C)C)cc1)C(O)c1cccnc1 (stereo not given)	-5%	-3%	.	-1%	.	-2%	2%	.
CCCc1nc2sc3c(=O)n(N)cnc3c2c2c1CCCC2	6%	-7%	5%	1%	7%	-1%	4%	2%
CCc1cc2cc3c(cc2nc1SCC(=O)Nc1nccs1)OCO3	1%	-9%	16%	-5%	-1%	4%	18%	3%
COc1ccc(NC(=O)c2ccc(C)cc2Cl)c([N+](=O)[O-])c1	1%	-3%	12%	-6%	12%	-4%	71%[activator]	4%
Cn1c(=O)c2c(-c3cccc(Br)c3)c(C#N)c(N)nc2n(C)c1=O	-7%	-14%	.	-1%	.	2%	5%	.
Cc1ccc(CC(=O)N2CCOCC2)cc1	-3%	i	-1%	-1%	-3%	1%	-8%	5%
Cc1ccc(C(=O)Nc2ncc3c(n2)CC(c2ccco2)CC3=O)cc1 (stereo not given)	6%	-10%	10%	-3%	3%	-7%	-1%	?
CCOC(=O)c1ccccc1NC(=O)CSc1nccn1C	-3%	-1%	-10%	-6%	-1%	-12%	3%	-11%
Cc1c(OCC(F)(F)F)ccnc1CSc1nc2ccccc2[nH]1	3%	-7%	-1%	-1%	-21%	-5%	18%	5%
O=C(Cn1cnc2ccccc21)Nc1ccc(C(=O)O)cc1	0%	-15%	9%	1%	3%	0%	-1%	-1%
C[C@H](NC(=O)c1ccccc1Cl)C(=O)OCCOc1cccc(Cl)c1	11%	-2%	.	-1%	11%	-6%	13%	4%
CCCC(=O)Nc1ccc2c(c1)COC2=O	7%[53 µM]	i	.	0%[53 µM]	.	?	-1%	2%
CC(=O)N1CCN(c2ccc(S(=O)(=O)NCCN(C(C)C)C(C)C)cc2[N+](=O)[O-])CC1	-1%[53 µM]	6%	-5%	0%[53 µM]	13%	5%	-1%	11%
COc1cccc(C(=O)OCC(=O)Nc2cc(C)c(C)cc2[N+](=O)[O-])c1	2%	i	18%	-1%	2%	4%	7%	?
O=S(=O)(NCc1ccc(Cl)cc1)c1ccc(Cl)nc1	0%	0%	6%	-5%	-14%	2%	8%	6%
COc1ccccc1N(CC(=O)Nc1ccccc1C(=O)NC(C)C)S(C)(=O)=O	-2%	-3%	-1%	-3%	-4%	2%	-4%	9%
CNc1ccc([N+](=O)[O-])cc1-c1nc2ccccc2[nH]c1=O	-5%	-5%	.	-1%	.	-10%	1%	8%
CP(C)(=O)CCP(=O)(c1ccccc1)c1ccccc1	3%	1%	-2%	-6%	.	0%	.	-2%
COc1cccc(NC(=O)C(=O)N2CCOCC2)c1	-2%	i	-7%	-8%	13µM*	1%	5%	9%
O=C(CSc1ncnc2ccccc12)NCc1ccco1	1%	-5%	-1%	-2%	-4%	2%	-6%	22%
Cc1cc(Nc2ccccc2F)n2ncnc2n1	-6%	3%	-11%	0%	13%	4%	1%	8%
O=C(Nc1ccc(Cl)cc1-c1nc2ccccc2s1)c1ccco1	-3%	-2%	4%	4%	.	0%	.	-3%
Cc1onc(-c2c(Cl)cccc2Cl)c1C(=O)N1CCc2ccccc21	-15%	-5%	-12%	-1%	-18%	8%	4%	4%
NC(=O)C1(c2ccccc2)CCC(=O)N1c1ccccc1 (stereo not given)	2%	-15%	.	-1%	.	-19%	5%	-1%
COc1ccc(-c2oc(/N=C/N3CCCC3)c(C#N)c2-c2ccc(OC)cc2)cc1	-9%	i	-5%	-5%	-15%	-12%	10%	?

This is a subset (hit frequency here may not be typical).
